Diaphorase inh = counter-screen for diaphorase-based assays: diaphorase inhibitors and chemical oxidizers; inhibition, % at 20 µM; AID 1217; 0.69% of 190,000 active; diaphorase resazurin-to-resorufin fluorescence, NADH, 16 min; bacterial (C. kluyveri) enzyme, not human;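 active means primary screen inhibition at 20 µM above a set limit, cut at about 50% in these data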;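 further: plate controls were DMSO with full reaction for no effect and wells lacking NADH for full effect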
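Detection: fluorescence of resorufin formed from resazurin, Ex 544/Em 590 nm; test system: Clostridium kluyveri diaphorase enzyme; amount: 0.14 U/mL diaphorase, enzyme working solution; times: 16-min room-temperature incubation before reading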
STAT3 act = increases IL-6 driven STAT3 reporter signal; U3A cells, IL-6 STAT3-luciferase reporter, luminescence; 100% = signal with IL-6 EC80 alone; activation (% of control), % at 5.6 µM; 0.91% of 190,000 active; AID 871;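 active means activation above the screen-wide mean of compound activation plus 3 SD, cut at about 130% in these data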;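 further: 0% = background luminescence of wells with medium and substrate only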
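Material: human STAT1-deficient U3A cells with stable STAT3-luciferase reporter / Probe or stimulus: IL-6 stimulus at 33 ng/mL final / Schedule: 1 h compound pre-exposure, 6 h IL-6 stimulation, 37 °C / Technique: luminescence / Read-out basis: percent of IL-6-only median luminescence / Control set: IL-6-only high control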
STAT1 blocker = inhibitors of IFN-gamma induced STAT1 signaling; inhibition, % at 5.5 µM; NIH 3T3 STAT1-luciferase reporter, luminescence; AID 920; 0.35% of 200,000 active;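 active means inhibition above a set limit, the mean inhibition across all tested compounds plus 3 SD, cut at about 34% in these data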;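 further: 0% = IFN-gamma with DMSO and 100% = IFN-gamma with 300 µM nifuroxazide; values of inactives mirror those of a sister screen read the other way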
Diaph act CS = diaphorase activation or chemical reduction counter-screen | Diaphorase/resazurin coupled assay, resorufin fluorescence, 16 min; hits give high values; 1 = vehicle wells, 0 = NADH-free wells | activation factor at 20 µM | 0.005% of 190,000 active | AID 1229;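 active means diaphorase activity raised at least twofold by the compound at 20 µM; inactive means activation factor below 2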
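Measured by – red resorufin fluorescence at 544/590 nm excitation/emission · Test system – Clostridium kluyveri diaphorase, purified enzyme · Incubation – reaction time 16 min, room temperature · Buffer or medium – 50 mM HEPES pH 7.4 with 4.542 mM MgCl2, 0.005% Tween 20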
STAT3 inh = STAT3 signaling inhibition. AID 862. U3A cells, IL-6 STAT3-luciferase reporter, luminescence; host cell line lacks STAT1. inhibition, % at 5.5 µM. 0.89% of 190,000 active;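 active means inhibition above the mean inhibition across all screened compounds plus 3 SD, cut at about 44% in these data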;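 further: 0% = DMSO only wells and 100% = 100 µM nifuroxazide control wells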
Hsp70 activator = transcriptional activators of Hsp70; HeLa Hsp70 promoter luciferase reporter, luminescence; scaled: vehicle 0, proteasome-inhibitor control 100%; 0.04% of 200,000 active; activation, % at 10 µM;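 active means activation above the mean across all tested compounds plus 3 SD, cutoff set per campaign, cut at about 5.5% in these data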;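 further: 100% = MG132 at 30 µM as the positive control and 0% = DMSO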
STAT1 activator = activators of IFN-gamma induced STAT1 signaling | 2.6% of 200,000 active | NIH 3T3 STAT1-luciferase reporter, luminescence; 100% = IFN-gamma alone, no compound | AID 932 | activation (% of control), % at 5.5 µM;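 active means activation above the screen-wide mean activation plus 3 SD, cut at about 130% in these data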;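 further: raw ratio to IFN-gamma control signal so 100% means no change and 0% no light; values of inactives mirror those of a sister screen read the other way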
G6PDH counter = inhibits Leuconostoc G6PDH, flagging false hits in G6PDH-based assays; Purified L. mesenteroides G6PDH, diaphorase/resazurin coupled fluorescence, 45 min; inhibition, % at 5 µM; 0.12% of 200,000 active; AID 1020; in the data active means inhibition above about 50%
TLR4 MyD88 comp = blocks binding of human TLR4 to MyD88; inhibition, % at 8.4 µM; AID 861; O00206+Q99836; HeLa CL3-4 TLR4/MyD88 BLA complementation, FRET ratio; 0.18% of 200,000 active; in the data active means inhibition above about 25%;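 further: 0% = vehicle and 100% = reference inhibitor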
Target sequence (O00206 whole entry, looked up): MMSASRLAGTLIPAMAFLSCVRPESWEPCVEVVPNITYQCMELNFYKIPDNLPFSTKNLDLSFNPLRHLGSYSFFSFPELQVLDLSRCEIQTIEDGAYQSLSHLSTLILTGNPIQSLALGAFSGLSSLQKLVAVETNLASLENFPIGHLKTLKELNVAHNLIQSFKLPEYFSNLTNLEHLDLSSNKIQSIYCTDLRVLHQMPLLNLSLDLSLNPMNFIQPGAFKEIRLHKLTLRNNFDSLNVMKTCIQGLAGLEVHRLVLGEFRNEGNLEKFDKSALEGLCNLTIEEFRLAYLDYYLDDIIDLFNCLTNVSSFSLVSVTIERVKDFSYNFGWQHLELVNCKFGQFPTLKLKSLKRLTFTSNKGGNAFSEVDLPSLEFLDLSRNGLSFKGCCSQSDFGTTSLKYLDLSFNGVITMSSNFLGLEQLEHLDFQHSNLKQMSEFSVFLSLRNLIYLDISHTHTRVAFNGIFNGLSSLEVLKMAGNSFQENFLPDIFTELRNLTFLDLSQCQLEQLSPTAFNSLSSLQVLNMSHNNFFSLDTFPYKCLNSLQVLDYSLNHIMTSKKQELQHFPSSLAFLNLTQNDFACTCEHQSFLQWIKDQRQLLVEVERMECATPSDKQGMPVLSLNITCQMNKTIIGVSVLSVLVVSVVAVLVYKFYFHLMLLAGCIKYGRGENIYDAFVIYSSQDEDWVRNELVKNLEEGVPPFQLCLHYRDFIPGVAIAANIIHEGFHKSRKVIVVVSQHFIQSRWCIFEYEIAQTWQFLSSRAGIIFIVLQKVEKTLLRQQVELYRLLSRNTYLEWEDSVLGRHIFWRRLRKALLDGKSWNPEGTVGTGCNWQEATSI
Target sequence (Q99836 whole entry, looked up): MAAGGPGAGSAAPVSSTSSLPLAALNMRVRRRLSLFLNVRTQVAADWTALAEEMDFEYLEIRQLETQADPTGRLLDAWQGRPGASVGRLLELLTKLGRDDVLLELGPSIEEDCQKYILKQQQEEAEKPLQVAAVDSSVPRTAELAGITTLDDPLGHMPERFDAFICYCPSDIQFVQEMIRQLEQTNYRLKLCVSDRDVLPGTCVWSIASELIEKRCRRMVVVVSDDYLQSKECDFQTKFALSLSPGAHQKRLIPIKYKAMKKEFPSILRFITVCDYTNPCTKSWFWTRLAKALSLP
APP 5UTR inh = APP translation inhibition; SH-SY5Y APP 5'UTR-luciferase reporter, luminescence; inhibition, % at 2 µM; 0.82% of 190,000 active;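 active means inhibition above a set limit, derived from the sample mean plus 3 SD, cut at about 45% in these data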; further: values of inactives mirror those of a sister screen read the other way
Numbers without * were called inactive; nt = no result given; & = joins results of further samples.

SMILES	Diaphorase inh	STAT3 act	STAT1 blocker	Diaph act CS	STAT3 inh	Hsp70 activator	STAT1 activator	G6PDH counter	TLR4 MyD88 comp	APP 5UTR inh
Clc1cccc(CN2CCCCC2c2cccnc2)c1 (stereo unspecified)	11	101	7	0.9	7	-0.5	94	14	11	-1
CCOP(=O)(OCC)C(NC(C)=O)C(Cl)(Cl)Cl (stereo unspecified)	3	105	3	1	-2	0.7	97	6	3	-10
Fc1ccc(C2NCCc3[nH]cnc32)cc1 (stereo unspecified)	2	105	0	1	-7	-0.4	100	24	-2	-9
c1ccc(CNC2=NCCS2)cc1	4	96	4	1	10	0.1	97	6	12	-15
O=C(c1ccc(N2CC3CC(C2)c2cccc(=O)n2C3)c([N+](=O)[O-])c1)N1CCCCC1 (stereo unspecified)	8	104	-4	0.9	-8	0.1	103	0	6	13
CCC12CN3CCN(CC(C3)/C1=N/NC(=O)c1ccncc1)C2	15	97	-1	0.8	6	-0.4	99	2	9	-4
CCOP(=O)(OCC)C(NC(=O)c1ccccc1C)C(Cl)(Cl)Cl (stereo unspecified)	-14	94	5	1.1	6	-0.4	95	4	6	-4
Cc1ccc(-n2c(/C=C/c3ccc4c(c3)OCO4)nc3ccccc3c2=O)cc1	29	76	15	0.7	31	-0.2	87	-6	-1	20
O=c1c2ccccc2nc(-c2ccccc2)n1-c1ccncc1	8	104	-5	0.9	0	0.1	105	1	-3	3
O=C1CN=C(c2ccccc2)c2ccccc2N1Cc1ccc(C(F)(F)F)cc1	17	103	-8	0.8	0	-0.3	107	-11	7	-4
COc1ccc(CCn2c(O)c(C=NCCCn3ccnc3)c(=O)[nH]c2=O)cc1OC	-4	94	-4	1	11	-0.1	104	12	0	-17
OC1CCCCC1N1CCC(c2ccccc2)CC1 (stereo unspecified)	9	99	2	0.9	4	-0.3	98	12	9	-1
CCC(C)NC(=O)CN1C(=O)CN=C(c2ccccc2)c2ccccc21 (stereo unspecified)	-15	105	4	1.1	4	-0.4	96	7	-25	6
C=CCn1c(O)c(/C=N/N2CCOCC2)c(=O)[nH]c1=S	18	98	-6	0.8	2	0.2	106	4	-16	-7
CC(=O)N1CC(=O)Nc2ccc(Cl)cc2C1c1ccc(F)cc1 (stereo unspecified)	10	101	-5	0.9	5	-0.2	105	8	0	9
CCOC(=O)C1CCCCC12C(C#N)=C(N)Oc1n[nH]c(C)c12 (stereo unspecified)	9	96	-3	0.9	8	-0.1	103	3	15	0
Oc1c(Cl)cc(Cl)cc1CN1CCN(Cc2ccccc2)CC1	4	104	2	1	0	0.1	98	6	-19	-2
CN(C)CP(=O)(Nc1ccccc1)N(C)C (stereo unspecified)	6	100	0	0.9	4	-0.1	100	2	13	2
CCOP(=O)(CN(CC)CCNP(=O)(OCC)OCC)OCC	6	104	-4	0.9	-2	-0.3	104	4	-3	-7
COCCNC(=O)c1c(NC(=O)c2ccc(Br)o2)n(Cc2ccccc2)c2nc3ccccc3nc12	20	117	-7	0.8	-9	0.7	107	5	6	19
Cn1c(=O)cc(SCC(=O)N2CCC3(CC2)OCCO3)c2ccc(Cl)cc21	5	90	14	0.9	14	0.0	87	6	3	0
c1cncc(C2CCCCN2Cc2ccc3c(c2)OCO3)c1 (stereo unspecified)	13	104	-6	0.9	0	-0.4	106	-6	-10	3
O=c1c2ccccc2nc(-c2ccccc2)n1-c1nccs1	15	90	10	0.9	13	-0.4	90	0	3	2
CCOc1c(Cl)cc(CNCCc2c[nH]c3ccccc23)cc1OC	11	96	5	0.9	15	0.3	95	27	-14	2
Cc1nn(Cc2ccccc2)c(Cl)c1C(=O)OC(C)C(=O)Nc1ccc(F)cc1Cl (stereo unspecified)	-7	90	1	1.1	13	-0.4	99	-15	-3	20
CCOc1cc(CNCCc2c[nH]c3ccccc23)cc(Cl)c1OC	-7	103	9	1.1	-2	-0.1	90	16	1	-9
N#CC1(c2ccccc2)CCN(C2CC(=O)N(c3ccc4c(c3)OCO4)C2=O)CC1 (stereo unspecified)	4	94	-5	1	15	-0.3	104	6	2	-20
O=C1NC(=O)N(c2ccccc2)C(=O)/C1=C/c1ccc(Sc2ccccc2)o1	10	100	-2	0.9	6	0.1	102	2	7	-2
O=[N+]([O-])/C=C1\NCCN1Cc1ccc(Cl)nc1	17&-7	106&102	1&-11	0.8&1.1	-4&-2	0.2&-0.2	99&110	7&0	3&-11	8&-17
CCOc1ccccc1OCC(=O)Nc1ccc(Cl)cc1C(=O)c1ccccc1	14	111	-1	0.9	-9	-0.5	101	2	-13	4
CCc1nc2ccccc2c(=O)n1-c1ccc2ccccc2c1	20	86	6	0.8	17	-0.2	92	2	-5	16
Cc1c(NP(=O)(C(C)(C)C)C(C)(C)C)c(=O)n(-c2ccccc2)n1C	15	98	2	0.9	4	0.0	97	2	17	-14
O=c1[nH]c(=O)n(Cc2ccccc2)c(O)c1/C=C1\C=Nc2ccccc21	8	92	8	0.9	17	0.0	93	2	11	-8
OC(c1ccc(F)cc1)C(c1ccccc1)N1CCOCC1 (stereo unspecified)	14	95	4	0.9	6	0.1	99	17	4	-11
CCC(C)N=Cc1c(O)n(-c2ccccc2)c(=O)[nH]c1=O (stereo unspecified)	10	103	1	0.9	-4	-0.2	99	-1	3	-17
O=C(CN1CCCCC1)NCC(=O)Nc1ccc(Br)cc1C(=O)c1ccccc1	5	96	6	0.9	9	-0.2	94	-2	2	2
c1ccc2c(CN3CCCCCCC3)c[nH]c2c1	13	153*	16	0.9	-56	-0.3	85	-2	10	0
O=C(NC1CONC1=O)OCC(Cl)(Cl)Cl (stereo unspecified)	6	103	-3	0.9	-3	-0.2	102	3	-8	7
CC(C(N)=O)N1CC(c2ccccc2)CC1=O (stereo unspecified)	16	99	-6	0.8	2	0.1	106	4	-6	-17
CCc1ccc(N2C(=O)NC(=O)/C(=C/c3cccn3CCOc3ccc(C)cc3)C2=O)cc1	0	110	-18	1	-18	-0.3	117	7	-13	-21

Record cards, as listed above:
CCc1nc2ccccc2c(=O)n1-c1ccc2ccccc2c1 across the screens: Diaphorase inh = 20; STAT3 act = 86; STAT1 blocker = 6; Diaph act CS = 0.8; STAT3 inh = 17; Hsp70 activator = -0.2; STAT1 activator = 92; G6PDH counter = 2; TLR4 MyD88 comp = -5; APP 5UTR inh = 16
CCC(C)N=Cc1c(O)n(-c2ccccc2)c(=O)[nH]c1=O (stereo unspecified) across the screens: Diaphorase inh = 10; STAT3 act = 103; STAT1 blocker = 1; Diaph act CS = 0.9; STAT3 inh = -4; Hsp70 activator = -0.2; STAT1 activator = 99; G6PDH counter = -1; TLR4 MyD88 comp = 3; APP 5UTR inh = -17

(listing goes on)
SMILES	Diaphorase inh	STAT3 act	STAT1 blocker	Diaph act CS	STAT3 inh	Hsp70 activator	STAT1 activator	G6PDH counter	TLR4 MyD88 comp	APP 5UTR inh
Cc1nn(Cc2ccccc2)c(Cl)c1C(=O)NC1CCCc2ccccc21 (stereo unspecified)	26	108	10	0.7	-8	-0.5	91	1	-3	-11
O=C(c1cc2ccccn2n1)N1CCC2(CC1)OCCO2	13	99	7	0.9	5	-0.2	94	4	1	-4
CC(=O)N1CCC(N2CCCC(C(=O)c3cccc(Cl)c3)C2)CC1 (stereo unspecified)	nt	105	4	nt	-4	-0.4	97	-1	-2	-13
COc1cc(CN2CCCC(C(=O)c3sccc3C)C2)cc(Cl)c1O (stereo unspecified)	8	107	-5	0.9	0	-0.2	102	21	4	-11
C[n+]1c(-c2ccccc2)cc(-c2ccc(O)cc2)cc1-c1ccccc1	4	102	1	1	1	-0.2	98	-1	-5	2
Nc1c(C(=O)NC2CCCC2)c2nc3ccccc3nc2n1CC1CCCO1 (stereo unspecified)	37	94	-1	0.6	12	-0.1	101	25	-12	11
CCOP(=S)(OCC)N1CCOCCOCCN(P(=S)(OCC)OCC)CCOCCOCC1	18	102	2	0.8	-2	-0.2	99	2	0	-19
COc1ccccc1-n1c(O)c(C=NCCN2CCNCC2)c(=O)[nH]c1=O	6	102	2	0.9	1	-0.3	98	9	-3	-18
CC(=O)N1N=C2C3CCN(CC3)C2C1c1ccc(F)cc1 (stereo unspecified)	-1	102	2	1	5	0.2	97	7	1	-2
O=C(O)c1cn(Cc2ccccc2)nc1-c1ccccc1	6	97	2	0.9	6	-0.3	97	-5	-12	4
CCNCC1(c2ccc(OC)c(OC)c2)CCCC1	12	97	1	0.9	14	-0.3	99	6	-6	-8
CCCNc1nc(OC)nc(N2CC3CC(C2)c2cccc(=O)n2C3)n1 (stereo unspecified)	-2	106	-1	1	-6	-0.1	100	-2	-5	3
CC1=[N+]([O-])C2(N)CCc3nonc3C2(O)C1 (stereo unspecified)	13	102	9	0.9	4	-0.4	92	9	2	8
COc1ccccc1OCC#CCN1CCCCCC1	12	102	-4	0.9	4	0.1	104	10	-2	-3
O=c1[nH]c(=O)n(-c2ccccc2)c(O)c1/C=C/C=Nc1ccccc1	2	99	8	1	4	-0.2	92	-17	-3	-9
C=C1C[C@@H]2[C@H](CC[C@]3(C)C(=O)CC[C@@H]23)[C@@]2(C)C=CC(=O)C=C12	1	nt	nt	1	nt	0.1	nt	9	nt	nt
O=C(O)C(O)(c1ccccc1)C1CCCC1 (stereo unspecified)	13	99	-8	0.9	8	-0.2	107	-1	10	-11
O=C(Cc1ccccc1)OCCN1CCOCC1	13	95	4	0.9	10	-0.2	96	6	4	-12
COc1ccc(N2C(=O)NC(=O)/C(=C\c3ccc([N+](=O)[O-])s3)C2=O)cc1	33	99	2	0.7	3	-0.2	96	15	-3	6
Cc1n[nH]c(C)c1CCN	5	101	-1	1	3	-0.1	101	-2	-2	2
Cc1cccc(OP(N)(N)=O)c1C	1	104	-7	1	4	0.6	105	8	-13	-14
CCOC(=O)C(O)(c1cn(C)c2ccccc12)C(F)(F)F (stereo unspecified)	4	97	4	1	4	-0.1	96	5	-9	0
O=C1NC(=O)N(Cc2ccc(F)cc2)C(=O)/C1=C/c1cccs1	-2	117	1	1	-5	-0.2	98	5	10	5
CCCCCCNc1nc(OC)nc(N2CC3CC(C2)c2cccc(=O)n2C3)n1 (stereo unspecified)	4	103	13	1	1	0.7	88	-1	3	-12
Cc1ccc(-c2nc3ccc(Cl)cc3n2OC(=O)N(C)C)cc1	10	97	-7	0.9	10	0.0	106	5	-3	-69
CC(C)NS(=O)(=O)c1ccc(OCC(=O)N2CCN(Cc3ccccc3)CC2)cc1	nt	100	-4	nt	3	-0.2	103	nt	-6	-5

Assay outcomes from PubChem.

The list is partial; the hit share may differ from the screen's.
